Akt phos inh: Akt phosphorylation inhibition | 360,000 compounds, 0.32% hits | activity change, % for hits at 50 µM | Neuro2A IGF-stimulated pAkt S473 HTRF, 20 min; hits give low values | AID 651550; in the data active = activity change below about -80%; inconclusive = mostly about -51% to -80%; note: % is set by controls: 0 for no effect and ±100 for the full control effect
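Neuro2A cells in DMEM with 0.5% FBS, overnight at 37 deg C, given compound at single 50 µM final, then IGF (6 nM final) for 20 min at 37 deg C. Lysed; phospho-Akt Ser473 by HTRF after 24 h, 665/615 ratio.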
S2 tox: reduces viability in counter-screen for ATXN expression inhibitors; S2 cells (HEK-293 line with an ATXN2-luciferase reporter) viability, CellTiter-Fluor protease fluorescence, 24 h; Potency, µM (highest dose often 56.7 µM), hits mostly cytotoxic; 400,000 compounds, 0.49% hits; AID 651635; note: potency is the fitted concentration of half-maximal effect; nearly all actives have a fitted effect of over 40% in size
MmCpn inh: inhibitors of Methanococcus maripaludis chaperonin (MmCpn) | AID 504842 | Potency, µM (highest dose often 76.9 µM), without a hit: top-dose activity, negative = inhibition, actives largely listed as inhibitors | 330,000 compounds, 0.031% hits | purified Mm-Cpn ATPase, ADP Transcreener TR-FRET; note: potency is the fitted concentration of half-maximal effect; % is set by controls: 0 for no effect and ±100 for the full control effect; nearly all actives have a fitted effect of over 80% in size
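TR-FRET (320 nm excitation; 590 and 665 nm emission) reports ADP made from 10 uM ATP by 25 nM enzyme; compounds were preincubated 10 min, reaction run 30 min, both at 37°C.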
Nrf2 inh: Nrf2 pathway inhibition | A549 ARE-Fluc reporter, luciferase luminescence, 18-24 h | Potency, µM (series often up to 46 µM), without a hit: at the highest dose activity change, negative = inhibition, actives largely listed as inhibitors | 360,000 compounds, 2.1% hits | AID 504444; note: potency is the fitted concentration of half-maximal effect; % is set by controls: 0 for no effect and ±100 for the full control effect; nearly all actives have a fitted effect of over 60% in size
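Quantitative HTS in A549 cells stably bearing an antioxidant response element-firefly luciferase construct. Inhibition of Nrf2-driven transcription was scored by luminescence after 18-24 h of compound exposure at 37 °C.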
Nrf2 activator: Nrf2 pathway activation. AREc32 ARE-luciferase reporter (MCF7-derived line), luminescence, 24 h. Potency, µM (doses to about 46.1 µM), inactives show top-dose activation, most hits filed as activators. 410,000 compounds, 0.31% hits. AID 624171; note: potency is the fitted concentration of half-maximal effect; % of control where 0% means no effect; nearly all actives have a fitted effect of over 65% in size
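Reporter line AREc32 (ARE-Fluc), seeded overnight in OPTI-MEM with 5% FBS; compound pin-transferred, 24 hr at 37 deg C, 5% CO2; luminescent read-out.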
TGFb inhibitor: TGF-b pathway inhibition; AID 588855; Potency, µM (titrated, usually from 46.1 µM), for the others: top-dose activity, negative = inhibition, most hits filed as inhibitors; 410,000 compounds, 1.2% hits; HepG2 CAGA-GFP TGF-b/SMAD3 reporter, GFP fluorescence, 18 h; TGF-beta stimulated, 500 pg/mL final; note: potency is the fitted concentration of half-maximal effect; % is set by controls: 0 for no effect and ±100 for the full control effect; nearly all actives have a fitted effect of over 65% in size
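First, reporter cells (HEPG2 CAGA-GFP) rested 2 h at 37 degrees C. Next, compounds were pinned in and TGF-beta added to 500 pg/mL final. After 18 h, GFP was imaged per cell and summed per well.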
CCT modulator: changes cytosolic chaperonin activity; purified chaperonin ATPase assay, HTRF ADP detection, 30 min; activity change, % (test concentration not listed), hits read low; 360,000 compounds, 0.3% hits; in the data active = activity change below about -30%; note: % is set by controls: 0 for no effect and ±100 for the full control effect
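TRiC (40 or 20 nM final, by batch activity) in 30 mM Tris pH 7.4, 100 mM KCl, 5 mM MgCl2, 1 mM DTT was treated with compound at 76 uM single dose, then 10 uM ATP, 30 min at 37 °C. ADP was read by HTRF Transcreener.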
HepG2 viability: counter-screen for TGF-b inhibitors: cytotoxicity in HepG2 cells | HepG2 CAGA-GFP viability, ATP luminescence, 18 h | Potency, µM (top dose mostly 46.1 µM), without a hit: at the highest dose activity change, negative = cytotoxicity, actives largely listed as cytotoxic | 410,000 compounds, 0.76% hits | AID 588856; note: potency is the fitted concentration of half-maximal effect; some results filed as inactive show a strong effect at the top dose
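HepG2 CAGA-GFP cells (1000/well, DMEM with 1% FBS) received compound, then TGF-beta at 500 pg/mL final, and were incubated 18 hours at 37 degrees C. Viability was read by CellTiter-Glo luminescence. Media-only wells were set as complete cell-killing and DMSO as no toxicity.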
A549 tox: kills or reduces viability of A549 cells in Nrf2 counter-screen; AID 504648; Potency, µM (top dose mostly 46 µM), for the others: at the highest dose activity change, negative = cytotoxicity, most hits filed as inhibitors; 390,000 compounds, 0.16% hits; A549 ARE-Fluc cells, CellTiter-Fluor viability, 18-24 h; note: potency is the fitted concentration of half-maximal effect; % is set by controls: 0 for no effect and ±100 for the full control effect
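Cytotoxicity counterscreen: CellTiter-Fluor fluorescence was measured in A549 ARE_Fluc cells after 18-24 h of compound exposure in a concentration series. The subsequent BugLite luminescent read reports ARE-luciferase activity.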
Starred values were filed as active, the others as inactive; i = inactive; ? = inconclusive; . = not tested or not shown; & = joins results of further samples; [ ] = remark or other dose. Unless noted, calls come from the whole dose curve; as a rule, active = well fitted curve in the direction sought with a large enough effect; inconclusive = small, poorly fitted or top-dose-only effect, or another doubt; inactive = no such curve, though single readings can be large; an effect the other way counts as inactive or inconclusive.

SMILES	Akt phos inh	S2 tox	MmCpn inh	Nrf2 inh	Nrf2 activator	TGFb inhibitor	CCT modulator	HepG2 viability	A549 tox
CC[C@@]12C(=O)N(c3ccc(OC)cc3)C(=O)N1[C@H](c1ccc(Cl)cc1)[C@@H]1C(=O)N(C3CCCCC3)C(=O)[C@@H]12	i	i	-2.6%	-26.2%	-0.7%	?	1.7	3.1%	-14.7%
O=C(c1cc2c(s1)CCC2)N1CCN(c2ccccc2)CC1	i	?	0.0%	-1.5%	2.6%	9.8%	-1.9	-2.0%	-18.2%
CCCCC1=CC2=CC(=O)C(C)(OC(=O)CC)C(=O)C2=CN1C1CCCC1 (configuration not stated)	i	i	0.7%	-16.2%	-0.2%	1.7%	1.2	-5.8%	-15.3%
O=C(NCc1cccs1)C1CC(=O)N(c2ccccc2)C1 (configuration not stated)	i	i	1.6%	0.6%	-0.2%	-1.3%	1.8	5.1%	3.4%
O=C(CN1CCCCC1)Nc1ccc(F)c(Cl)c1	i	i	-1.3%	5.9%	0.2%	-2.7%	-0.3	-5.6%	2.4%
O=C(CSc1cccc[n+]1[O-])N1CCCc2ccccc21	i	i	0.6%	-10.3%	0.2%	0.0%	-0.1	3.9%	-0.7%
CCCCNC(=O)C1(C)CCN1C(=O)Cc1cccc2ccccc12 (configuration not stated)	i	i	.	.	1.3%	19.3%	3.2	21.8%	.
COc1ccccc1NC(=O)c1cccc(S(=O)(=O)N2CCOCC2)c1	i	i	0.1%	-6.9%	0.2%	0.0%	1.0	12.9%	3.0%
COc1ccc(CNC(=O)CN(c2cccc(OC)c2)S(C)(=O)=O)cc1	i	i	-1.4%	0.3%	1.9%	5.8%	2.9	3.2%	-5.2%
CC(=O)Nc1ccc(S(=O)(=O)Nc2cccc(-c3nc4cc(C)ccc4o3)c2)cc1	i	i	.	?	-1.0%	-14.6%	-1.4	-11.5%	-11.5%
Cc1cn(CC(=O)NCCCc2ccccc2)c(=O)[nH]c1=O	i	i	.	-20.5%	-0.1%	-8.2%	-1.3	-36.4%	7.7%
CC1CC(C)CN(CCCNC(=O)CN2C(=O)c3cccnc3Oc3ccc(Cl)cc32)C1 (configuration not stated)	i	i	3.3%	6.1%	-0.6%	2.5%	-4.7	-19.3%	0.5%
COC(=O)c1ccccc1NC(=O)c1ccc(F)cc1	i	i	0.4%	15.1%&14.5%	9.5%	-12.3%	-0.9	-27.9%	0.8%&4.8%
Cc1ccc(CNC(=O)C(=O)NCC2OCCCN2S(=O)(=O)c2ccc(F)cc2)cc1 (configuration not stated)	i	i	0.4%	?	0.2%	-41.0%	-1.6	-3.6%	-4.4%
COc1ccc(-c2nc(C#N)c(NCCN(C)C)o2)cc1	i	i	.	14.4%	2.2%	16.1%	-4.1	4.5%	9.8%
CSc1ccccc1OCc1cc(C(=O)NCCCn2nc(C)cc2C)no1	i	i	0.2%	0.0%	-0.3%	-5.3%	-8.3	-38.5%	0.0%
COc1cc(OC)c(OC)cc1/C=N/NC(=O)c1cccc(S(=O)(=O)N2CCOCC2)c1	i	i	1.0%	-1.9%	2.1%	14.5%	1.7	1.5%	2.7%
CN1C(=O)c2ccccc2Sc2ccc(NC(=O)c3ccccc3F)cc21	.	i	.	.	7.8%	-25.9%	.	-20.1%	-1.3%
O=S(=O)(Nc1nc2ccccc2nc1NCc1ccco1)c1ccc(F)cc1	i	i	-1.8%	2.7%	0.5%	?	1.0	-31.3%	11.2%
CCOC(=O)C1C(=O)C=C(c2ccc(C)cc2)CC1c1ccccc1 (configuration not stated)	i	i	-0.4%	-8.0%	2.7%	-1.4%	2.1	-7.2%	1.2%
Cc1cc(C(=O)COC(=O)c2ccc(NC(=O)CC#N)cc2)c(C)n1-c1ccc(OC(F)F)cc1	i	i	-7.6%	-18.5%	3.1%	0.0%	-2.9	0.6%	-2.6%
CC(=O)c1ccc(NC(=O)CSc2nnc(Cn3cnc4ccccc43)o2)cc1	i	i	3.6%	0.4%	-0.9%	1.8%	-3.6	13.3%	2.1%
COc1ccc(S(=O)(=O)CCC(=O)Nc2ccc(OC)cc2OC)cc1	i	i	0.5%	-13.6%	-0.1%	19.8%	-2.4	-10.5%	0.2%
COc1ccc(NC(=O)N2CCN(Cc3nc4ccc(C)cc4o3)CC2)cc1OC	.	i	.	.	3.8%	-1.1%	.	-6.8%	2.0%
O[C@H]1CN(CC2CCCCC2)[C@@H](c2ccc(Cl)cc2)C[C@@H]1n1cc(-c2ccc(F)cc2)nn1	i	?	.	.	-1.6%	-1.0%	-2.1	-15.8%	.

Two records picked at random from those above, as already listed:
SMILES	Akt phos inh	S2 tox	MmCpn inh	Nrf2 inh	Nrf2 activator	TGFb inhibitor	CCT modulator	HepG2 viability	A549 tox
CCCCC1=CC2=CC(=O)C(C)(OC(=O)CC)C(=O)C2=CN1C1CCCC1 (configuration not stated)	i	i	0.7%	-16.2%	-0.2%	1.7%	1.2	-5.8%	-15.3%
COC(=O)c1ccccc1NC(=O)c1ccc(F)cc1	i	i	0.4%	15.1%&14.5%	9.5%	-12.3%	-0.9	-27.9%	0.8%&4.8%

More entries
SMILES	Akt phos inh	S2 tox	MmCpn inh	Nrf2 inh	Nrf2 activator	TGFb inhibitor	CCT modulator	HepG2 viability	A549 tox
CCOc1ccc(C(=O)N(CC)CC(=O)Nc2ccc3c(c2)OCCO3)cc1	i	i	-0.3%	?	3.5%	-11.8%	1.4	-11.5%	-6.9%
COCC(=O)Nc1ccc(OC)c(Cl)c1	i	i	-1.3%	6.6%	0.7%	-1.9%	-2.1	-21.1%	-0.4%
COc1ccc(C)cc1NC(=O)c1cc2c(s1)CCC2	i	i	-1.1%	27.7%	4.6%	-5.3%	-0.6	-13.2%	21.4%
O=C(COC(=O)Cc1ccc2c(c1)OCCO2)Nc1ccc(S(=O)(=O)N2CCCC2)cc1	i	i	-2.4%	.	-0.1%	7.5%	-1.8	3.6%	-2.2%
OC(CNC1CCCC1)COc1ccc(-c2ccccc2)cc1 (configuration not stated)	i	.	-1.4%	10.2%	6.3%	-16.0%	-3.4	-7.2%	?
CCN(CC)C(=O)c1sc2c(c1C)c(=O)n(CCc1ccccc1)c(=O)n2Cc1ccc(F)cc1Cl	.	i	.	.	-1.5%	-0.1%	.	-0.2%	2.6%
CCN(C(=O)c1cccc(S(=O)(=O)N2CCc3ccccc32)c1)C1CCS(=O)(=O)C1 (configuration not stated)	i	i	0.1%	-21.7%	-0.8%	20.2%	2.2	32.4%	3.1%
CCCCCC[C@@H]([C@@H](C)O)n1cnc2c(N)ncnc21	i	i	.	6.7%	-0.8%	-0.3%	1.4	-6.0%	2.0%
CCCOc1ccc(C2C(=O)N(C3CCCCCC3)CC(=O)N2C(C)C)cc1OC (configuration not stated)	.	.	.	.	0.2%	-1.2%	.	-6.3%	-0.2%
CSc1ncccc1C(=O)OCC(=O)c1cccs1	i	i	0.2%	11.3%	9.7%	-4.2%	2.3	-1.7%	11.9%
CCn1cnc2c1c(=O)n(Cc1cccc(Br)c1)c(=O)n2Cc1ccccc1	i	i	-3.6%	-22.8%	2.8%	-26.7%	-3.4	-27.4%	-1.0%
O=[N+]([O-])c1c(Nc2ccccc2O)cc(Cl)c2nonc12	i	12.6µM*	-14.7%	1.4%	-2.1%	3.98µM*	-2.1	10µM*	?
COc1ccc(CN2CCN(Cc3c[nH]c4ccccc34)CC2)c(OC)c1	i	i	.	.	5.1%	-12.4%	1.1	-27.4%	.
Cc1cc(C)c(S(=O)(=O)c2cccc(Cl)c2)c(=O)[nH]1	i	i	1.3%	?	-0.4%	6.3%	0.0	9.7%	1.7%
CCC1(CC)NC(=O)N(CC(=O)NCc2ccc3c(c2)OCO3)C1=O	i	i	0.1%	6.2%	-0.1%	7.8%	2.1	5.9%	-0.6%
CCN(CC(=O)Nc1c(F)cccc1F)C(=O)CCNS(=O)(=O)c1ccccc1C(F)(F)F	i	?	-1.1%	-4.2%	0.3%	-14.6%	0.1	-4.3%	-4.8%
COCCNc1oc(COc2cccc(C)c2)nc1C#N	i	i	-3.8%	22.1%	2.1%	-7.8%	-9.8	-18.6%	1.2%
CCOC(=O)c1c(C)[nH]c(C)c1C(=O)COC(=O)[C@@H]1CCCN1S(=O)(=O)c1ccc(Cl)cc1	i	i	2.2%	-18.3%	-0.7%	2.9%	2.3	-15.8%	3.3%
Cc1cc(Cl)ccc1NC(=S)N(CCCN1CCOCC1)Cc1cccs1	i	i	1.1%	14.5%	5.1%	-17.4%	-2.7	11.0%	4.2%
COC(=O)c1c(S(C)(=O)=O)nc(-c2ccccc2)[nH]c1=O	i	i	-2.7%	14.6%	-0.8%[9.22 µM]	?	-0.4	-2.8%	4.3%
CC(=O)Oc1cccc(N2C(=O)C3C4C=CC(CC4)C3C2=O)c1 (configuration not stated)	i	i	0.8%	2.8%	3.1%	0.0%	-0.2	-30.8%	1.7%
CN1CCc2c(c3ccccc3n2Cc2ccccc2)C1	i	?	-1.9%	1.9%&6.4%	3.8%&0.0%	-2.9%&5.4%	-2.1&-2.0	-22.6%&-31.4%	-1.9%&0.6%
CC(=O)c1c(Cl)nc2cccc3c2c1-c1ccccc1C3=O	i	i	-0.2%	0.6%	-0.2%	-14.4%	-0.3	-23.2%	-1.8%
COc1ccc(C(=O)NC2CCCc3c2cnn3-c2ccccc2F)o1 (configuration not stated)	.	i	-1.2%	-3.0%	-0.4%	-20.4%	-0.2	-4.4%	1.4%
Cc1ccnc(NC(=O)Cc2ccc([N+](=O)[O-])cc2)c1	i	i	1.1%	27.9%	0.6%	-15.5%	0.9	-1.6%	3.6%
CCOc1ccc(NS(=O)(=O)c2ccc(C(=O)NCC3CCCO3)cc2)cc1 (configuration not stated)	i	.	.	.	0.9%	-0.7%	-1.4	-0.7%	.
COc1cc(F)c(C2=CC(=O)C[C@H](c3ccc4c(c3)OCO4)C2)cc1F	i	i	-0.4%	-11.6%	-1.1%	-4.6%	-0.7	-5.7%	0.6%
